Compound activity as filed in PubChem.
CHT PAM – allosterically activates the human high affinity choline transporter. Q9GZV3. CHT-expressing cells, membrane potential dye, choline EC20; active compounds read high; LV-AA mutant CHT in HEK293 cells. B-score at 10 µM. 310,000 compounds, 0.49% hits;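 active = initial fluorescence not abnormally high and integrated response B-score, plate-corrected, over 3 SD above library mean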
Target sequence (Q9GZV3 whole entry, looked up): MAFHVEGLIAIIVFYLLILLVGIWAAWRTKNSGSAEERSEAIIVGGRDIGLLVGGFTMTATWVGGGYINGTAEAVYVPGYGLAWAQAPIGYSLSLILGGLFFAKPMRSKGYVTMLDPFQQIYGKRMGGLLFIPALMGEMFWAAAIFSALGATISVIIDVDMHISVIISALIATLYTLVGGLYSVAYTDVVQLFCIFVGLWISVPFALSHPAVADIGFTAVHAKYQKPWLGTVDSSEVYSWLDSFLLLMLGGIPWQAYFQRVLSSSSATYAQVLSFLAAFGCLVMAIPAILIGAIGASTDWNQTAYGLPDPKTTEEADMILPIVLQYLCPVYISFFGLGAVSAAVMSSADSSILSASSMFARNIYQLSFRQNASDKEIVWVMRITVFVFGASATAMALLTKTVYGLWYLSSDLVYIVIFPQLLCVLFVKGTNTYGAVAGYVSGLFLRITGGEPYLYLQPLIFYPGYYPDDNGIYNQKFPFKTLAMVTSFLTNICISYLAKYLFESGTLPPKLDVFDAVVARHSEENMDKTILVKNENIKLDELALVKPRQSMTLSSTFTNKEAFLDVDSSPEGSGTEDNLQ
OX1R antag-1 – antagonists of human orexin 1 receptor (OX1R). AID 485270. inhibition, % at 6.6 µM. OX1R-expressing cells, FRET antagonist read-out. O43613. 330,000 compounds, 1.8% hits; in the data active = inhibition mostly above about 38%, no sharp cut-off; inactive = mostly below about 40%;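 also: 0% = agonist challenge alone and 100% = reference antagonist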
Target sequence (O43613 whole entry, looked up): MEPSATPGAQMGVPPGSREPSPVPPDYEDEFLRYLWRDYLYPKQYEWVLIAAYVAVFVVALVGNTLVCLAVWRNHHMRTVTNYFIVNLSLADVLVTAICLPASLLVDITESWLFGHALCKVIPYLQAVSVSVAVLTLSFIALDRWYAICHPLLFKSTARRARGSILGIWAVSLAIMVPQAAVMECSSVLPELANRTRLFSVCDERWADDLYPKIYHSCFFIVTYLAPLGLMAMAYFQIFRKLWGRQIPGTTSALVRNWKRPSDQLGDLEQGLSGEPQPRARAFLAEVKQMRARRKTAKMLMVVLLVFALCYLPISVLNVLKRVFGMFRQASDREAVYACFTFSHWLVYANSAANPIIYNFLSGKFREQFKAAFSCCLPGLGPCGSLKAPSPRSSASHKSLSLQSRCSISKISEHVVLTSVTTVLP
OX1R antag-2 – human HCRTR1 antagonism. O43613. CHO/OX1R cells, Fluo-8 calcium fluorescence, orexin A. inhibition, % at 5 µM. 330,000 compounds, 0.43% hits. AID 434989;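 active = inhibition above its plate's threshold, mean inhibition of all tested compounds on the plate plus 3 SD, cut at about 37% in these data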;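 also: 0% = orexin A challenge wells and 100% = SB-334867-A antagonist wells; not every result past the cut was called active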
* hit, by the source's call; i = inactive; x = no result given.

Compound	CHT PAM	OX1R antag-1	OX1R antag-2
COc1ccc(C(=O)C2CCCN(Cc3ccc(C#CCCO)cc3)C2)c(OC)c1 (centres undefined)	i	18	-17
Cc1c2ccccc2c(C)c2c1ccc1ccccc12	i	20	-28
O=C(COC(=O)/C=C/c1ccc(Cl)cc1)Nc1ccccc1	i	9	-6
CCc1ccccc1NC(=O)CC1S/C(=N\c2nccs2)N(CC)C1=O (centres undefined)	i	11	-11
Cc1ccc(/C=N/n2nnnc2N)cc1[N+](=O)[O-]	i	24	-11
O=C(CN(Cc1ccc(F)cc1)C(=O)CCC(=O)Nc1ccccn1)NCc1ccco1	i	8	-32
CC(=O)Nc1ccc(S(=O)(=O)NCC(=O)N2CCN(S(=O)(=O)c3cccs3)CC2)cc1	x	0	7
COc1ccccc1NC(=O)C(=O)NCC(c1ccco1)N1CCc2ccccc2C1 (centres undefined)	i	27	-27
Cc1ccc2sc(N(CCCN(C)C)C(=O)c3ccc(Br)s3)nc2c1C	i	21	-20
O=[N+]([O-])c1cccc(S(=O)(=O)Nc2ccc(S(=O)(=O)Nc3nccs3)cc2)c1	i	16	1
CC(=O)NC(CCS(C)(=O)=O)C(=O)Nc1ccc(Cl)c(Cl)c1 (centres undefined)	i	12	-12
CC(C)Oc1ccc(C(=O)Nc2ccc(N3CCCCC3)cc2)cc1	i	3	-32

Brought forward from above: 6 compounds; new compounds follow.
Compound	CHT PAM	OX1R antag-1	OX1R antag-2
CC(=O)Nc1ccc(S(=O)(=O)NCC(=O)N2CCN(S(=O)(=O)c3cccs3)CC2)cc1	x	0	7
COc1ccccc1NC(=O)C(=O)NCC(c1ccco1)N1CCc2ccccc2C1 (centres undefined)	i	27	-27
Cc1ccc2sc(N(CCCN(C)C)C(=O)c3ccc(Br)s3)nc2c1C	i	21	-20
O=[N+]([O-])c1cccc(S(=O)(=O)Nc2ccc(S(=O)(=O)Nc3nccs3)cc2)c1	i	16	1
CC(=O)NC(CCS(C)(=O)=O)C(=O)Nc1ccc(Cl)c(Cl)c1 (centres undefined)	i	12	-12
CC(C)Oc1ccc(C(=O)Nc2ccc(N3CCCCC3)cc2)cc1	i	3	-32
COC(=O)c1ccc(-c2nc(O)c3cnccn23)cc1	i	25	-9
CCCS(=O)(=O)C/C(N)=N/OC(=O)c1ccc(Cl)cc1	i	6	-2
O=[N+]([O-])c1ccc(O)c(/C=N/Nc2ccc(Cl)nn2)c1	i	8	-1
COc1ccc(S(=O)(=O)N2CCOCC2)cc1NC(=O)COc1ccccc1	i	11	-27
O=c1c2ccccc2nc(/C=C/c2cc(Br)ccc2O)n1CCCO	i	7	10
CCCCN(C(=O)NC(=O)Nc1c(C)cc(C)cc1C)S(C)(=O)=O	i	0	-23
O=C(O)c1cc(S(=O)(=O)N2CCOCC2)ccc1N1CCOCC1	i	21	-27
CCOc1cc(C2C(C(=O)O)c3cc(OCC)c(OCC)cc3C(=O)N2C)ccc1O (centres undefined)	i	33	-14
O=C(CCC1CCCN(C(=O)Cn2cnnn2)C1)NCc1ccc(F)c(F)c1 (centres undefined)	i	23	-18
CC(=O)Nc1ccc(NC(=O)CN2C(=O)NC3(CCCCCCC3)C2=O)cc1	x	4	-4
Cc1nc(N2CCOCC2)c2c3c(sc2n1)CCC3	i	16	9
Cc1nc2ccc(NC(=O)c3ccc(N4C(=O)CCC4=O)cc3)cc2s1	i	2	-11
COc1ccc(S(=O)(=O)N2CCC(C(=O)Nc3ccccc3N3CCCC3)CC2)cc1OC	i	9	-16
CC1=CC(C2CC(=O)N(c3ccccc3C)C2=O)CC2C(=O)N(c3ccccc3C)C(=O)C12 (centres undefined)	i	13	-13
COc1ccc(CNC(=S)NCc2ccc(OC(C)C)cc2)cc1	i	13	-16
O=S1(=O)CCOC[C@H](Cc2ccccc2)N1Cc1ccccc1F	i	32	-5
CC(C)CC(=O)NC(c1ccccc1)c1c(O)ccc2ccccc12 (centres undefined)	i	11	-37
Cc1cccc(C(=O)NN2C(=O)C3C(c4ccccc4)C=CC(c4ccccc4)C3C2=O)c1 (centres undefined)	i	14	11
CC(OC(=O)c1ccccc1CCc1ccccc1)C(N)=O (centres undefined)	i	15	-7
O=C(Nc1nnc(C2CC2)s1)C1CC(=O)N(c2ccc3c(c2)OCCO3)C1 (centres undefined)	i	5	-3
CCNC(=S)N(CCCN(C)C)Cc1cc2cc3c(cc2[nH]c1=O)OCCO3	i	1	0
O=C(COc1ccccc1C(=O)NCc1ccccn1)Nc1ccc(Br)cc1	i	19	-41
CS(=O)(=O)c1ccccc1-c1nnc(NC(=O)C2=COCCO2)o1	i	13	0
COc1ccc(/C=C2\SC(=S)N(CCC(=O)Nc3ccc(C(=O)O)cc3)C2=O)cc1	i	-5	-18
COc1ccc(CC(=O)N2CC(C)CC(C)C2)cc1 (centres undefined)	i	-3	-12
CCC(=O)Nc1cccc(-n2nnnc2SCC(=O)c2ccc(C)c(C)c2)c1	i	18	-20
C=C(C)c1cccc(C(C)(C)NC(=O)N2CCN(c3ccccc3OC)CC2)c1	i	11	-42
Cc1sc2c(c1C)C(=O)NC(c1ccccc1F)N2 (centres undefined)	i	11	-26
Cn1c(=O)[nH]c(=O)c2c1nc(Br)n2CCCO	i	-4	8
CS(=O)(=O)N1CCC(C(=O)Nc2cccc([N+](=O)[O-])c2)CC1	i	16	-12
CCc1ccc(C(=O)NNc2cc(Cl)cc(Cl)c2)cc1	i	1	-4
O=C1NC(c2ccc(Cl)cc2)Nc2ccccc21 (centres undefined)	i	4	-14
Cc1cccc(NC(=O)CN(C)CC(=O)NC(c2ccccc2)c2ccccc2)c1C	x	1	11
COc1ccccc1/C=C/C(=O)OCc1nc2ccccc2c(=O)[nH]1	i	46*	2
COc1ccc(NC(=S)N2CCC(N(C)CCN3CCOCC3)CC2)cc1	i	7	2
COc1ccc(S(=O)(=O)N2CCC(C(N)=O)(N3CCCCC3)CC2)cc1OC	i	7	-28
CCC(C)NC(=S)NNC(=O)c1ccncc1 (centres undefined)	i	12	-11
Cc1cccc(NC(=O)CNC(=O)CSc2nnc(C(F)(F)F)n2C)c1C	x	2	-46
CCCCn1c(N)c(N(CC)C(=O)c2cnc(C)cn2)c(=O)[nH]c1=O	x	0	-7
c1ccc(CNCC2COc3ccccc3O2)cc1 (centres undefined)	i	16	-12
c1ccc2c(CN3CCSCC3)cccc2c1	i	3	-5
COC(=O)N1C/C=C\C(c2ccc(OC)cc2)N(Cc2ccc(F)cc2)C(=O)C1 (centres undefined)	i	31	-26
COC(=O)c1ccc[n+](CCc2c[nH]c3ccccc23)c1	i	11	-5
Cc1cc(NC(=O)c2ccc3c(c2)OCCO3)no1	i	8	-1
CCn1c(N2CCN(C(=O)NC3CCCCC3)CC2)nc2ccccc21	i	16	-25
FC(F)(F)c1ccc(N/N=C/c2cccnc2)nc1	i	8	-22
CCOC(=O)c1sc(N)c(C#N)c1CSc1nnc(C2CCCCC2)n1N	i	16	-21
CCn1c(=O)c(C(=O)NCc2ccc(OC)cc2)c(O)c2ccccc21	i	2	-23

Further records
SMILES | CHT PAM | OX1R antag-1 | OX1R antag-2
COc1ccc(NC(=O)CSc2c3c(nc4cc(Cl)ccc24)CCCC3)cc1OC | i | 45 | -5
CC(=O)Nc1c(O)nc(SCC(=O)Nc2cccc(C)c2)[nH]c1=O | i | 22 | 7
COc1ccc(CC(=O)NC(C)c2nnc(SCCC(=O)Nc3ccccc3)n2C)cc1 (centres undefined) | i | 2 | -15
Cc1cccc(NC(=O)NNC(=O)c2c(Cl)c(C)nn2C)c1 | i | 13 | 3
O=C(NCc1ccco1)c1ccc2nc3sc4c(c3c(=O)n2c1)CCCC4 | i | 87* | -1
Cc1ccc(C)c(NC(=O)CSc2nnc(CSc3nc(C)cc(C)n3)n2Cc2ccco2)c1 | i | 18 | -32
Cc1cc(OCCCCCNCCO)ccc1Cl | i | 11 | -13
CCOC(=O)N1CCN(C(=O)CSCc2ccccc2C)CC1 | i | 15 | -18
COC(=O)[C@@H](Cc1ccccc1)NC(=O)NCCc1ccccc1 | i | 16 | -10
Cc1ccccc1NC1=C/C(=N\S(=O)(=O)c2cccs2)c2ccccc2C1=O | i | 39 | -29
O=C(CCC1CCCC1)N1CCC(N2CCCCCC2)CC1 | i | 12 | -9
O=C(O)C1CC(=O)N(c2ccc(OCc3ccc(Br)cc3)cc2)C1 (centres undefined) | i | -7 | -7
Nc1ccc(C(=O)Oc2ccc([N+](=O)[O-])cc2)c(O)c1 | i | 3 | -16
CCn1c(/C=C\c2ccccc2C)nc2ccccc2c1=O | i | 20 | -64
O=C(O)COc1ccccc1/C=N/NC(=O)CNC(=O)c1ccc(F)cc1 | i | 27 | -10
O=C(NCCCc1ccccc1)c1cccc(Br)c1 | i | 17 | -29
CCOC(=O)N1CCN(c2c(N3CCC(N4CCCCC4)CC3)c(=O)c2=O)CC1 | i | 12 | -18
O=C(CSc1nnc(CSc2nc3ccccc3s2)o1)NC1CCCCC1 | i | 16 | -30
CCN(CC)CCNC(=O)Cn1cnc2sc(C)c(S(=O)(=O)N3CCOCC3)c2c1=O | i | 7 | -4
Cc1ccc(CS(=O)Cc2ccc(C(=O)NC3CCCCCC3)o2)cc1 (centres undefined) | i | 18 | -30
Cc1cc(=O)n2nc(N3CCC(C(=O)NCc4ccc(Cl)cc4)CC3)sc2n1 | i | 3 | -22
CNNCc1ccc(C(=O)NC(C)C)cc1 | i | 15 | -1
CN(C)/C=N/c1ncc(C(=O)c2ccccc2)s1 | i | 15 | -11
Cc1ccccc1C(=O)NNC(=S)Nc1cccc(C(F)(F)F)c1 | i | 19 | -2
Cc1sc2nc(CN(C(=O)c3cccs3)C3CCCC3)[nH]c(=O)c2c1C | i | 27 | 15
Cc1nnc(SCC(=O)NCC(=O)Nc2ccc(F)c(F)c2F)n1N | x | 1 | 5
O=C1C=C(c2cccc3c2oc2ccccc23)CCC1 | i | 81* | -30
COc1ccc(NC(c2ccccc2)c2ccncc2)cc1 (centres undefined) | i | -3 | -20
CN(C)c1cccc(C(=O)OCC(=O)Nc2ccccc2Cl)c1 | i | 30 | -20
O=C(Nc1ccccc1C(F)(F)F)c1cc2ccccc2o1 | i | 13 | -19
O=C(CN1C(=O)c2cccnc2Oc2ccc(Cl)cc21)NC1CCCCC1 | i | 20 | -20
Cc1ccc2c(C(=O)CN3CCCC(C)C3)c(C)[nH]c2c1 (centres undefined) | i | 12 | -8
CC(=O)N/C(N)=N/c1nc2cc([N+](=O)[O-])ccc2o1 | i | 12 | -4
Cc1ccc2nc(NC(=O)CCn3c(=O)sc4ccccc43)sc2c1 | i | 8 | -12
Cc1[nH]c2ccccc2c1SCc1nnc(SCc2ccc(Cl)cc2)n1C | i | 30 | 28
O=C(NCC1CCCO1)c1ccc(Br)s1 (centres undefined) | i | 15 | -13
COc1ccc(NC(=O)N(C)C[C@@H]2Oc3c(NC(=O)Nc4c(C)noc4C)cccc3C(=O)N([C@@H](C)CO)C[C@@H]2C)cc1 | x | 8 | -4
CCOC(=O)NS(=O)(=O)c1ccc(CCNC(=O)c2cc(C)on2)cc1 | i | 9 | -15
CCOC(=O)N1CCC(NC(=O)c2cc(S(=O)(=O)N3CCCCC3)ccc2F)CC1 | i | 2 | -15
COc1ccc(/C=C/C(=O)NCC(=O)N2CCC(N(C)CCN3CCOCC3)CC2)cc1OC | i | 5 | 5
COc1ccc(OCC(=O)NC(=S)Nc2ccc(S(=O)(=O)Nc3cc(OC)nc(OC)n3)cc2)cc1 | i | 7 | -11
CC1(c2nnc(-c3ccccc3)o2)CC(c2ccc([N+](=O)[O-])cc2)=NO1 (centres undefined) | i | 41 | -13
O=C(c1ccccc1)c1ccc(NCCCn2ccnc2)c([N+](=O)[O-])c1 | i | 15 | -36
COc1ccc(S(=O)(=O)N2CCOCC2)cc1NC(=O)COC(=O)c1oc2ccccc2c1C | x | 6 | -7
Cc1nn(CCC(=O)NNC(=S)Nc2ccc([N+](=O)[O-])cc2)c(C)c1[N+](=O)[O-] | i | 32 | -15
OC(Cn1cncn1)(c1ccc(F)cc1)c1ccc(Cl)cc1 (centres undefined) | i | -9 | -14
O=C(Cc1ccc(Cl)cc1)NNC(=O)c1cnccn1 | i | 16 | 4
NC(=O)c1cc(S(=O)(=O)Nc2cccc(F)c2)co1 | i | 12 | 0
O=C1OC(c2ccccc2)=NC12CC2c1ccc(Cl)cc1 (centres undefined) | i | 11 | -7
O=C1[C@H]2[C@@H](/C=C/c3ccccc3)N3C(=O)CN(Cc4ccccn4)C(=O)[C@@]3(Cc3ccccc3)[C@H]2C(=O)N1c1ccccc1 | i | 16 | -32
O=C(NC1CCN(Cc2ccccc2)CC1)C1CCCN(S(=O)(=O)c2cccc3nonc23)C1 (centres undefined) | i | 70* | -19
CC1CCN(C(=O)CC(NC(N)=O)c2ccccc2Cl)CC1 (centres undefined) | i | 25 | -9
CC(=O)N1C(=O)N(C)C2C1N(C)C(=O)N2C(C)=O (centres undefined) | i | 3 | -6
CCOC(=O)c1cccc(NC(=O)CN(c2ccc(C)cc2)S(=O)(=O)c2c(C)n[nH]c2C)c1 | i | 13 | -26
CCCCC(=O)NC(=S)Nc1cccc(NC(=O)c2ccco2)c1 | i | 17 | -31
